p53 reactivator: re-activators of mutant p53; 320,000 tested, 0.063% active; Potency, µM (highest dose often 92.2 µM), for inactives: at the top dose activity change, positive = activation, usual class: activators; H1299 p53-A138V BP100-luciferase reporter, luminescence, 24 h; further: potency means the concentration at half of the fitted maximal effect; % of control where 0% means no effect; nearly all actives have a fitted effect of over 45% in size
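p53-null H1299 cells stably carrying temperature-sensitive p53-A138V and a BP100-luciferase reporter were pinned with compounds (4-point, 1:5 series) and held 24 hrs at 37 deg C. Luminescence was read 10 min after detection reagent.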
VP16 counter: inhibits Gal4-VP16 luciferase reporter, ROR gamma counter-screen. 310,000 tested, 3.5% active. Drosophila S2 Gal4-VP16 UAS-luciferase, luminescence, 20 h. Potency, µM (titrated, usually from 53.6 µM), without a hit: at the highest dose activity, negative = inhibition, hits mostly inhibitors;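 further: Gal4-VP16 expression switched on by copper sulfate through the metallothionein promoter; potency means the concentration at half of the fitted maximal effect; on the % scale 0 is the no-effect control and ±100 the full control effect; nearly all actives have a fitted effect of over 50% in size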
RORgamma inh: inhibitors of mouse ROR gamma transcriptional activity; Drosophila S2 Gal4-RORgamma UAS-luciferase reporter, 20 h; Potency, µM (series often up to 53.6 µM), for inactives: at the top dose activity change, negative = inhibition, most hits filed as inhibitors; 310,000 tested, 5.4% active; AID 2551; further: potency means the concentration at half of the fitted maximal effect; on the % scale 0 is the no-effect control and ±100 the full control effect; nearly all actives have a fitted effect of over 60% in size
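A Gal4/UAS one-hybrid system in insect cells: metallothionein-promoter Gal4–ROR gamma fusion plus Photinus luciferase reporter. Copper sulfate 700 uM final, 20 hr ambient incubation, luminescent detection after 10 min with reagent.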
Rab9 promoter act: activates the Rab9 promoter; 320,000 tested, 2.8% active; Huh7 Rab9 promoter-luciferase reporter, luminescence, 24 h; AID 485297; Potency, µM (titrated, usually from 9.22 µM), for the others: top-dose activation, negative = inhibition, usual class: activators; further: potency means the concentration at half of the fitted maximal effect; % of control where 0% means no effect; nearly all actives have a fitted effect of over 60% in size
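Luminescence from Amplite-detected luciferase (10 minutes, ambient) reports Rab9 promoter activation. Before that, stable Rab9-luciferase Huh7 cells (1500/well, reduced-serum OP-MEM I plus 10% FBS) were exposed to compound for 24 hours at 37C.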
PKM2 act: increases activity of human pyruvate kinase M2 | purified PKM2, Kinase-Glo ATP luminescence, activation; response scale: 0% is enzyme alone, no compound | 260,000 tested, 0.34% active | Potency, µM (series often up to 57.5 µM), for inactives: at the highest dose activation, hits mostly activators | AID 1631; further: potency means the concentration at half of the fitted maximal effect; on the % scale 0 is the no-effect control and ±100 the full control effect; nearly all actives have a fitted effect of over 55% in size
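Kinase-Glo luminescence reports ATP generated from ADP (0.1 mM) and PEP (0.5 mM) by purified hPK-M2 after 1 h at room temperature, pH 7.2 imidazole buffer; intermediate enzyme activity allows detecting inhibitors and activators.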
BRCA1 expr act: increases BRCA1 expression; MCF7-BRCA1-FFLuc reporter, luminescence, 48 h; response scale: scaled: vehicle 0%, 10 µM genistein 100%; Potency, µM (titrated, usually from 46.1 µM), for inactives: at the top dose activation, hits mostly activators; 380,000 tested, 1.1% active; further: potency means the concentration at half of the fitted maximal effect; nearly all actives have a fitted effect of over 80% in size; some results filed as inactive show a strong effect at the top dose
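Using MCF7 cells harboring a BRCA1 firefly luciferase reporter, plated 2 h before compound pinning, the screen measured luminescence after 48 h incubation. Responses were normalized to DMSO and 10 microM genistein, then fitted for concentration-effect.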
NPC1 prom act: NPC1 promoter activation. Huh7 NPC1 promoter luciferase reporter, 24 h. Potency, µM (titrated, usually from 9.22 µM), inactives show at the top dose activation, usual class: activators. 320,000 tested, 2.4% active. AID 485313;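 further: potency means the concentration at half of the fitted maximal effect; % of control where 0% means no effect; nearly all actives have a fitted effect of over 60% in size; reporter is driven by a mutant NPC1 promoter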
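Compounds in DMSO were transferred onto Huh7 NPC1-luciferase reporter cells pre-incubated 2 h; after 24 h at 37 °C, Amplite reagent was dispensed and luminescence recorded 10 min later.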
ELG1 genotox: inducers of genotoxicity in HEK293T ELG1-luciferase cells | HEK293T ELG1-luciferase reporter, luminescence, 16 h | Potency, µM (doses to about 46 µM), for the others: at the top dose activity change, positive = activation, hits mostly activators | 330,000 tested, 1.3% active; further: potency means the concentration at half of the fitted maximal effect; % of control where 0% means no effect; nearly all actives have a fitted effect of over 60% in size
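Screening used a luciferase reporter fused to human ELG1 in HEK293T cells. Luminescence was read on a CCD plate imager after 16 hr exposure and 30 min ONE-Glo incubation.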
Giardia kill: kills Giardia lamblia; Giardia lamblia trophozoite viability; activity change, % at 7.66 µM, hits read low; 340,000 tested, 0.15% active; in the data active means activity change below about -80%; inconclusive means between about -30% and that limit;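 further: parasites exposed to compound for two days anaerobically before the ATP read; on the % scale 0 is the no-effect control and ±100 the full control effect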
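Compounds were tested on trophozoites seeded at 100 cells/well and held 48 hrs at 37 deg C anaerobically. An ATP-based luminescent kit measured the remaining live cells.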
Menin MLL FP TR: menin-MLL binding inhibition, Texas Red mutant peptide | Potency, µM (series often up to 61.6 µM), inactives show at the highest dose FP activity change, negative = inhibition, most hits filed as inhibitors | AID 1768 | 270,000 tested, 0.23% active | Menin + Texas Red MLL mutant peptide, fluorescence polarization; active means well fitted inhibition curve with a large enough effect in the polarisation, with a control signal flat, not every such curve was filed as active; inconclusive means small, poorly fitted or top-dose-only effect, or effect the other way, or a change in a side signal; inactive means no such curve, though single readings can be large or run the other way; the % refers to the polarisation; further: potency means the concentration at half of the fitted maximal effect; % of control where 0% means no effect; many of its hits are not listed in these tables
Target sequence (O00255 whole entry, looked up): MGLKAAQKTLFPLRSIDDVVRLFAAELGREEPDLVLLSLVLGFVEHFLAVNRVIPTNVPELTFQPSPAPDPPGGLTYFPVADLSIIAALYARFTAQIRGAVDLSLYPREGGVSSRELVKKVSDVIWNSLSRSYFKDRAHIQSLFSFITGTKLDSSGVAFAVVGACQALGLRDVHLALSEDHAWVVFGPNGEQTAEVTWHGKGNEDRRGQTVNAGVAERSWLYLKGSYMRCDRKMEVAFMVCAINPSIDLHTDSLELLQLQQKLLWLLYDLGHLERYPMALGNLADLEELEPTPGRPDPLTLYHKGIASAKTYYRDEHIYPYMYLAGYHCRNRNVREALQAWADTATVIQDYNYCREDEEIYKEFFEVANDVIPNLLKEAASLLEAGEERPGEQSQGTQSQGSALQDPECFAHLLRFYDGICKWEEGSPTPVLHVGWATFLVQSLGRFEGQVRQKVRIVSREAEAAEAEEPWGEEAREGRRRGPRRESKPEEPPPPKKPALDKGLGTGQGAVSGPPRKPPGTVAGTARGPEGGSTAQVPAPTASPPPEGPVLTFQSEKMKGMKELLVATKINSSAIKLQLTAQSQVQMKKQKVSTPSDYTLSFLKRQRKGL
FLuc modulator: counter-screen for miR-21 project: firefly luciferase inhibitors or activators; P08659; purified FLuc, Km substrates, luminescence inhibition; Potency, µM (top dose mostly 57.5 µM), for inactives: at the top dose activity change, negative = inhibition, most hits filed as inhibitors; 360,000 tested, 6.9% active; AID 588342;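 further: potency means the concentration at half of the fitted maximal effect; plate controls were vehicle for no effect and reference inhibitor for full effect; nearly all actives have a fitted effect of over 55% in size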
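Purified P. pyralis luciferase, 10 nM final, with Km-level 10 uM D-luciferin and 10 uM ATP in 50 mM Tris acetate pH 7.5, 10 mM Mg acetate, 0.01% Tween-20, 0.05% BSA; 6-point qHTS titration about 60 µM downward; luminescence read.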
Active calls of the source: *; ? = inconclusive; . = no result given; & = joins results of further samples; [ ] = another dose, or the depositor's remark. Unless noted, the call rests on the fitted dose curve; in most records, active means well fitted curve in the direction sought with a large enough effect; inconclusive means small, poorly fitted or top-dose-only effect, or another doubt; inactive means no such curve, though single readings can be large; an effect the other way counts as inactive or inconclusive. An excerpt, so the mix of outcomes need not match the whole.

compound	p53 reactivator	VP16 counter	RORgamma inh	Rab9 promoter act	PKM2 act	BRCA1 expr act	NPC1 prom act	ELG1 genotox	Giardia kill	Menin MLL FP TR	FLuc modulator
COc1cc(CNc2ccc3[nH]c(=O)[nH]c3c2)ccc1OCc1ccc(F)cc1	-32%[inhibitor]	3%	?	3%	1%	30%	-4%	9%	-16	?	-13%
Cc1cc(C)n2nc(C(=O)NNC(=O)c3ccccc3)nc2n1	3%	-5%	-4%	13%	-4%	12%	20%	4%	-20	-12%	-4%
COC(=O)c1cc(Cl)c(NC(=O)c2cc3ccccc3o2)cc1OC	-1%	-10%	-2%	1.8µM*	-6%	?	?	0%	-5	18%	-6%
O=C(CCCc1ccccc1)Nc1ccnn1C1CCN(Cc2ccccc2)CC1	-6%	12%	1%	-4%	.	-1%	-2%	-4%	-25	.	2%
COc1cc(CNCC(C)C)c(Br)cc1OCC(=O)NCc1ccccc1	-8%	-11%	3%	0%	-2%	-15%	0%	3%	0	-9%	5%
Cc1ccc(-c2cc[n+](Cc3ccccc3)cc2)cc1	-6%	0%	?	-35%[inhibitor]	8%	-62%	-16%	-8%	22	-13%	-2%
CCn1c(=S)sc2c(=O)[nH]c(C)nc21	-3%	-2%[0.365 µM]	7%	-1%	-2%	18%	-4%	-18%	-4	-13%	0%
Fc1cccc(Cl)c1CSc1nnnn1-c1ccc2c(c1)OCO2	0%	4%	26%	6%	20%	-71%	1%	-1%	10	-6%	-1%
O=C(COC(=O)[C@@H]1CCCN1C(=O)c1cccs1)Nc1ccc(F)cc1[N+](=O)[O-]	4%	-2%	17%	0%	5%	2%	-3%	0%	12	-4%	5%
O=C(NCc1n[nH]c(=S)n1-c1ccc(Cl)c(Cl)c1)c1ccco1	-13%	-13%	?	-1%	-5%	-16%	0%	3%	12	.	-5%
Cc1cc(C)c(S(=O)(=O)N2CCCOC2CNC(=O)C(=O)NCc2ccccn2)c(C)c1 (centres undefined)	-4%	2%	0%	1%	0%	-5%	3%	5%	-20	-1%	-1%
COc1ccc(-n2cccc2C=O)cc1	-1%	6%	-5%[10 µM]	1%	-2%	17%	1%	3%	-18	1%	3%
Cc1ccc2c(Cl)cc(Cl)c(OCC(=O)Nc3cc(C)on3)c2n1	8%	-3%	-5%	0%	-1%	.	0%	2%	.	-2%	7%
COc1ccc(-c2nc(CSCC(=O)NC3CC3)c(C)o2)cc1OC	-4%	-2%	-16%	0%	.	14%	0%	0%	23	-7%	0%
CCn1c(Cc2ccccc2)nnc1SCC(=O)Nc1ccc2c(c1)OCO2	-2%	-4%	28%	-5%	-3%	-16%	?	-1%	-2	-9%	-1%
Cc1cnc(C(=O)OCC(=O)c2csc(N3CCCCC3)n2)cn1	?	5%	22%	17%	4%	?	16%	4%	-16	?	-15%
CCc1ccc(NC(=O)c2c(C(=O)Nc3ccccc3)sc3nc(C)cc(=O)n23)cc1	1%	-12%	-14%	4%	-7%	-29%	-5%	4%	-7	?	-6%&-3%
COC(=O)c1ccccc1NC(=O)CSc1nnc(-c2cccnc2)n1N	-7%	-18%	10%	-8%	-15%	1%	1%	0%	-20	15%	-3%
CCCNC(=O)c1cccc(COc2ccccc2OC)c1	-2%	-1%	24%	3.5µM*	4%	?	1.4µM*	?	-10	-20%	5.4µM*
S=C(NC1CCCC1)NC1CC1	-11%	?	13µM*	-8%	2%	-1%	0%	-1%	-5	-1%	-1%
COc1ccccc1N1CCN(C(=O)CN(C)S(=O)(=O)c2cc(C)ccc2OC)CC1	5%	7%	5%	-11%	0%	-13%	-7%	-5%	?	-24%	3%
CC(NC(=O)Cn1nc(-c2ccccc2)ccc1=O)c1ccccc1 (centres undefined)	-4%	4%	-3%	-7%	-10%	0%	-2%	1%	-3	.	-5%
COc1ccc(OCc2nc(C#N)c(NCCCn3ccnc3)o2)cc1	-2%	-10%	5%	1%	13%	6%	0%	-1%	15	7%	-1%
O=C1CCc2ccc(NS(=O)(=O)c3ccc(F)cc3)cc2N1	-6%	-14%	?	13%	24%	-23%	0%	18µM*	7	-26%	-5%
CCOC(=O)Nc1nc(C)c(C(=O)c2ccc(Cl)cc2)s1	14%	-10%	-25%	2%	2%	-21%	-5%	0%	-21	55%[activator]	5%
Cc1ccc(-c2noc(CCC(=O)Nc3cc(C)ccn3)n2)cc1	-1%	?	-42%	-1%	0%	-7%	5%	1%	-11	1%	3%
CCCN(C(=O)Cn1ncc2c(=O)oc3ccccc3c21)c1cccc(C)c1	.	-1%	-20%	.	0%	-3%&4%	.	.	-2	3%	-8%&7%
CNc1nc(N2CCc3ccccc32)ncc1F	?	-10%	-32%	2.2µM*	-8%	?	2.5µM*	?	-27	10%	5.4µM*
O=C(Nc1ccc(S(=O)(=O)Nc2nccs2)cc1)C1CCCCC1	-1%	1%	15%	7%	-14%	-7%	1%	0%	-4	6%	-1%
CCC1(C)CC2(CCCN(CCC(O)(c3ccccc3)c3ccccc3)C2)CCO1 (centres undefined)	9%	-4%	25%	0%	6%	-38%	-3%	-5%	6	.	6%

Gathered by group: those above containing a furan ring, fused or not.
compound	p53 reactivator	VP16 counter	RORgamma inh	Rab9 promoter act	PKM2 act	BRCA1 expr act	NPC1 prom act	ELG1 genotox	Giardia kill	Menin MLL FP TR	FLuc modulator
COC(=O)c1cc(Cl)c(NC(=O)c2cc3ccccc3o2)cc1OC	-1%	-10%	-2%	1.8µM*	-6%	?	?	0%	-5	18%	-6%
O=C(NCc1n[nH]c(=S)n1-c1ccc(Cl)c(Cl)c1)c1ccco1	-13%	-13%	?	-1%	-5%	-16%	0%	3%	12	.	-5%

Limited to Rab9 promoter act and p53 reactivator, for some of the entries so far:
| smiles | Rab9 promoter act | p53 reactivator |
| --- | --- | --- |
| COc1ccc(OCc2nc(C#N)c(NCCCn3ccnc3)o2)cc1 | 1% | -2% |
| O=C1CCc2ccc(NS(=O)(=O)c3ccc(F)cc3)cc2N1 | 13% | -6% |

Following part
compound	p53 reactivator	VP16 counter	RORgamma inh	Rab9 promoter act	PKM2 act	BRCA1 expr act	NPC1 prom act	ELG1 genotox	Giardia kill	Menin MLL FP TR	FLuc modulator
O=C(Nc1nc2c(F)cc(F)cc2s1)C1CC(=O)N(Cc2ccco2)C1 (centres undefined)	15%	28%	3%	16%	?	-23%	14%	0%	-7	.	-20%
COc1ccc(CNC2CC(=O)N(C)C2=O)cc1 (centres undefined)	0%	14%	23%	4%	1%	-18%	-1%	-1%	-4	-1%	10%
CC1CCCCC12NC(=O)N(CC(=O)NC(=O)Nc1ccc3c(c1)OCCO3)C2=O (centres undefined)	24%	?	33%	3.5µM*	-1%	?	2.8µM*	?	-17	1%	11µM*
CC(C)(C)C(=O)NC1(C(F)(F)F)N=C2SCCN2C1=O (centres undefined)	-9%	-10%	-1%	-3%	-2%	0%	-3%	0%	1	-15%	5%
Cn1c(CN2CCOCC2)nnc1SCC(=O)Nc1nccs1	?	3%	4%	-11%	10%	4%	-1%	4%	0	-5%	4%
Cn1c(=O)c2c(nc(SCCOc3ccc4ccc(=O)oc4c3)n2C)n(C)c1=O	4%	-6%	-2%	-4%	4%	.	-4%	0%	.	13%	-1%
COc1ccc(C)cc1NC(=O)C(OC(=O)c1cc(C)oc1C)c1ccccc1 (centres undefined)	12%	-23%	-14%	-9%	-1%	-31%	-6%	-3%	14	4%	0%
Cc1sc2ncn(CC(=O)NCCCN3CCC(C)CC3)c(=O)c2c1S(=O)(=O)N1CCC(C)CC1	6%	0%	-1%	-5%	-1%	1%	-5%	4%	-17	-24%	1%
C=CCSc1nnc2nc3[nH]c4c(C)cccc4c3nn12	15%	1%	-17%	22%	0%	25%	26%	14%	0	-1%	-18%
CCOC(=O)C1CCN(C(=O)CN2C(=O)C(CC)Oc3ccccc32)CC1 (centres undefined)	3%	-1%	9%	-2%	7%	-4%	1%	2%	3	-10%	0%
O=C1NC(=Nc2ccc(Cl)cc2)/C(=C/c2ccco2)S1	-9%	22%	41%	-2%	8%	-11%	-2%	10%	?	?	-13%

Source: PubChem BioAssay
